# CDK5 inh: inhibitors of human CDK5/p35 kinase, primary screen, biochemical, single concentration; Recombinant CDK5/p35, ADP-Glo luminescence, 60 min; hit rate 0.01% among 330,000; inhibition, % at 10 µM;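 active = highest replicate inhibition of at least 50% and at least 75% of replicates reaching 50%; inconclusive = only one of the two criteria met; inactive = both criteria failed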;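 note: plate controls were DMSO neutral control for no effect and GW8510 at 10 µM for full effect; many of its hits are not listed in these tables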
# Target sequence (Q00535 whole entry, looked up): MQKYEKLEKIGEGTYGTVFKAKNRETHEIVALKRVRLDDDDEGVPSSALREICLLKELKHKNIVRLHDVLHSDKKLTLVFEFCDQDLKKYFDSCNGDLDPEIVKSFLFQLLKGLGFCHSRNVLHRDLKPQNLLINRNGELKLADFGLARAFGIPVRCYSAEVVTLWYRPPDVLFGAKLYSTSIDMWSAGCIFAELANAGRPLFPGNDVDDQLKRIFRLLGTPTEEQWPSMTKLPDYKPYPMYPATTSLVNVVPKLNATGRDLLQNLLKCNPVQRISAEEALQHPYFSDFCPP
# Target sequence (Q15078 whole entry, looked up): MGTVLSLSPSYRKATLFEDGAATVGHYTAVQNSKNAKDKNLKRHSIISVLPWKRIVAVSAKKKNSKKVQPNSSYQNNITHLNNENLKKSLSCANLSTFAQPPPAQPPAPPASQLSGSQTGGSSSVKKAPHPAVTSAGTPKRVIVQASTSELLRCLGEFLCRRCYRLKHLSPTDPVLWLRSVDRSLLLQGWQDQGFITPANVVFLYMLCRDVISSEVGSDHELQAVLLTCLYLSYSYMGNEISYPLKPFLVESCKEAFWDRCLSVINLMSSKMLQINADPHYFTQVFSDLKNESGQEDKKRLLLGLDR
# NSD2 inh: NSD2 histone methyltransferase inhibitors, primary screen, biochemical, AlphaScreen, single concentration, set 2; inhibition, % at 12.5 µM; AID 743445, 2014; NSD2 peptide methylation, 120 min; hit rate 0.54% among 310,000; in the data active = inhibition above about 50%
# Rtt109 HAT inh: inhibitors of C. albicans Rtt109/Vps75 HAT, primary screen, biochemical, ThioGlo CoA-SH fluorescence, plate reader; purified Rtt109/Vps75, 4 h; hit rate 0.16% among 330,000; Histone acetyltransferase RTT109 (Candida albicans (strain SC5314 / ATCC MYA-2876)), …; AID 540336, 2011; inhibition, % at 34.9 µM;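 active = inhibition of at least 50% in every replicate; inconclusive = best replicate reaches 50% inhibition but some replicates fall short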
# Target sequence (Q5AAJ8 whole entry, looked up): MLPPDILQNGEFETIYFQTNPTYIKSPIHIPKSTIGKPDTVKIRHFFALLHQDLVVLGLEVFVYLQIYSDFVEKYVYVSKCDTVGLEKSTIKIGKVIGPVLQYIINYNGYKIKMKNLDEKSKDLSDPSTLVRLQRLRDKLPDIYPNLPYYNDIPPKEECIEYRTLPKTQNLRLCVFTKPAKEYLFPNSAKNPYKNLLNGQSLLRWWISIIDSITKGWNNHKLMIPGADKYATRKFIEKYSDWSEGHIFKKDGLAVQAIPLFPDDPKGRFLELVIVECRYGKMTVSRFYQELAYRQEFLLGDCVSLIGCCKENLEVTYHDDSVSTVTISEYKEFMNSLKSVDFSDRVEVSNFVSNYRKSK
# dFosB activator: activators of delta FosB homodimer, primary screen, biochemical, fluorescence polarization, TAMRA-CDK5 oligo, single point. Protein FosB (Mus musculus), P13346. purified delta FosB; percent of positive-control signal above neutral wells. activation, % at 25 µM. hit rate 0.99% among 340,000;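 active = mean activation above about 17%, with every replicate also reaching it, limit read from the data, passing the limit was not always enough; inconclusive = only one of the two conditions met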;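 note: fluorescence polarization rise as delta FosB binds a TAMRA Cdk5 AP-1 oligo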
# PfHsp90 yeast 2: growth inhibition of PfHsp90-expressing yeast, primary screen, antimalarial PfHsp90 inhibitor project, S. cerevisiae, BacTiter-Glo luminescence, single point, set 2. BacTiter-Glo ATP, 48 h; yeast lacking PDR1 and PDR3 efflux regulators. inhibition, % at 9.4 µM. hit rate 0.32% among 310,000;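 active = every replicate shows inhibition above about 80%, whatever the replicate mean, limit read from the data; inconclusive = mean inhibition reaches the set limit but some replicate falls short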;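 note: 0% = DMSO neutral controls and 100% = 20 µM radicicol positive controls; yeast relying on Plasmodium falciparum Hsp90 in place of its own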
# Cardiac RTF inh: cardiac RTF calcium sensitivity inhibitors, primary screen, biochemical, IANBD-TnC fluorescence, EC70 calcium. IANBD-labeled cardiac RTF, Ca2+ fluorescence. inhibition, % at 7.15 µM. AID 493244, 2011. hit rate 0.12% among 340,000. Troponin I, cardiac muscle (Homo sapiens) + Troponin T, cardiac muscle (Homo sapiens) + …;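 active = inhibition above the mean inhibition of all tested compounds plus 3 SD, cut at about 17% in these data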;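 note: assay run at fixed EC70 calcium of 1.6 mM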
# Keap1 Nrf2 FP: Keap1-Nrf2 protein-protein interaction inhibitors, primary screen, biochemical, fluorescence polarization, single point; inhibition, % at 9.4 µM; Keap1 Kelch-Nrf2 peptide fluorescence polarization, 1536-well; Kelch-like ECH-associated protein 1 (Homo sapiens), Q14145; hit rate 0.15% among 340,000; in the data active = inhibition above about 12%; inconclusive = no clear call, values can overlap the other calls; inactive = below about 7.3%;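 note: human Keap1 Kelch domain with fluorescein labeled Nrf2 9mer peptide probe; 0% = neutral control wells and 100% = peptide positive control; higher means more block of Keap1 binding to Nrf2 peptide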
# SUMO Mot1 rescue: yeast Mot1-301 growth rescue at high temperature, primary screen, SUMOylation pathway inhibitor project, S. cerevisiae, ATP luminescence, 38.5C; S. cerevisiae Mot1-301 growth rescue; percent above DMSO median, 100 means doubled; growth rescue, % at 18.8 µM; hit rate 1% among 320,000; AID 2716, 2010;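 active = every valid replicate shows activation above 250% relative to neutral control wells; inactive = the rest, any valid replicate at or below 250%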;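 note: OY570 slx delta 5 strain wells were the positive control but not used for scaling; some compounds called inactive have numbers as strong as hits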
# PvdQ acylase: P. aeruginosa PvdQ acylase inhibitors, primary screen, biochemical, fluorescence, plate reader and imaging, single point; PvdQ acylase [Pseudomonas aeruginosa LESB58]; purified PvdQ acylase; inhibition, % at 10 µM; hit rate 0.063% among 340,000; in the data active = inhibition above about 30%, passing the limit was not always enough; inconclusive = no clear call, values can overlap the other calls;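 note: 0% = vehicle neutral wells and 100% = reference inhibitor wells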
# cardiac RTF act: cardiac RTF calcium sensitivity activators, primary screen, biochemical, IANBD-TnC fluorescence, EC20 calcium; Troponin I, cardiac muscle (Homo sapiens) + Troponin T, cardiac muscle (Homo sapiens) + …; hit rate 0.24% among 340,000; IANBD-labeled TnC RTF fluorescence at EC20 calcium; 0% EC20 calcium, 100% full calcium; activation, % at 7.2 µM;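 active = activation above the mean over all tested compounds plus 3 SD, cut at about 30% in these data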;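 note: rise in fluorescence read as greater calcium sensitivity of cardiac thin filaments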
# LANA DNA inh: inhibitors of KSHV C-LANA binding to DNA, primary screen, biochemical, fluorescence polarization, FAM-LBS DNA, MBP-C-LANA, single point. Kaposi's sarcoma herpesvirus LANA C-terminal domain (residues 932-1162) DNA binding. hit rate 0.078% among 340,000. inhibition, % at 9 µM;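 active = highest replicate inhibition at or above 60% at 9 µM, even if other replicates fall short; inactive = all replicates below 60% inhibition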;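 note: 0% = neutral control wells and 100% = 4 µM acridine orange control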
# * marks the source's active call; other numbers are inactive results; ? = inconclusive; . = not tested or not shown.
SMILES,CDK5 inh,NSD2 inh,Rtt109 HAT inh,dFosB activator,PfHsp90 yeast 2,Cardiac RTF inh,Keap1 Nrf2 FP,SUMO Mot1 rescue,PvdQ acylase,cardiac RTF act,LANA DNA inh
C/C(CC(=O)Nc1ccc(Cl)cc1)=N\NC(=O)C(=O)N1CCCCC1,-3.2,-2,1,1,-11,0,2,-24,-4,3,-1.3
Cc1ccc2cc3c(N)c(C(=O)Nc4c(C)[nH]c(=O)[nH]c4=O)sc3nc2c1,4.8,1,.,?,18,-6,-6,-8,2,0,-0.6
COc1cc(NC(=O)COC(=O)Cn2cnc3c2c(=O)n(C)c(=O)n3C)cc(OC)c1,-1.1,-2,-2,-1,-3,-5,0,.,-7,-2,-0.6
Nc1cc(Cl)ccc1C(=O)OCC(=O)NCC1CCCO1 (configuration not stated),-5.3,-2,-12,-4,.,-6,-6,-5,-8,0,0.4
Cc1cc(Br)ccc1NC(=O)CNC(=O)CNc1cccc([N+](=O)[O-])c1,-1.7,1,-13,1,-1,-10,-3,-13,-12,-1,1.1
Cc1ccc(/C=C(\C#N)C(=O)Nc2cccc(C)n2)cc1,2.0,-4,-12,-1,7,-2,3,-15,-12,-1,-2.1
CCN(CC)CCCNC(=O)c1cc(-c2ccc(O)cc2)on1,1.5,.,0,3,10,0,-1,-9,-4,-3,-0.6
COc1ccc([C@H]2[C@H](C(=O)C(C)(C)C)N3N=Cc4ccccc4C3[C@]23N=C(c2ccccc2)OC3=O)cc1 (some centres not stated),-1.1,-1,-10,-9,-31,-3,-4,13,-17,0,-1.0
Cc1cccc(NC(=O)COC(=O)c2ccc3nc(C)c(C)nc3c2)c1,-0.7,1,1,-15,-2,-3,-3,50,0,-2,-0.5
CC(C)NC(=O)CCCc1ccccc1,-2.1,-3,-2,-2,5,8,1,-9,10,5,8.2
O=C(Nc1ncccc1O)c1cccc(S(=O)(=O)N2CCCC2)c1,1.9,-3,7,-1,6,0,-3,1,10,-1,1.1
Cc1ccc(CN2C3=NCCN3c3ccccc32)cc1,-1.1,4,-4,-1,30,-13,-1,49,-19,3,0.5
CC(C)(C)c1nc2ccccc2c2nnc(SCC(=O)NCc3ccco3)n12,-2.7,5,-5,-6,40,-14,-5,-6,-1,-1,0.6
O=[N+]([O-])c1ccccc1OCCCN1CCc2ccccc2C1,-0.6,11,2,0,4,7,-3,8,-4,-7,1.6
CCCC(=O)n1nc(-c2cccnc2)nc1NCc1ccc(OC)cc1,0.7,-9,15,-12,4,-5,-1,.,-11,-2,-0.4
CNC(=O)c1cc(S(=O)(=O)N2CC(C)OC(C)C2)ccc1N1CCOCC1 (configuration not stated),-0.8,19,-6,-2,-3,1,3,.,0,2,1.9
CSc1ccc(CN(C)C(=O)c2cccc(S(=O)(=O)N3CCN(Cc4ccccc4)CC3)c2)cc1,-1.1,3,-6,-5,3,3,0,3,5,-16,-0.8
COc1ccc([N+](=O)[O-])cc1NC1C2CC3CC(C2)CC1C3 (configuration not stated),0.5,0,-4,-6,25,0,-7,15,-21,2,0.5
Cc1cccc(N2CC(O)=C(c3nc4ccccc4n3C)C2=N)c1,0.0,-1,14,-1,-6,-3,0,-5,-3,1,-0.8
Cn1nnc(NC(=S)NC(=O)c2cccc3c(Cl)cccc23)n1,1.0,-1,11,-6,-36,0,2,-1,7,-5,-0.3
CC(/C=N\NC(=O)CN1CCN(S(=O)(=O)c2ccc(C)cc2)CC1)=C\c1ccccc1,0.0,0,1,-17,8,-3,-2,6,-12,-1,-2.3
Cc1cc(C)n(-c2cc(N3CCOCC3)nc(-c3ccccc3)n2)n1,-1.9,-2,1,-14,-13,-6,-2,4,-10,12,-0.5
CCNC(=O)c1c(O)c2cccc3c2n(c1=O)CC3,-0.7,-3,6,1,18,0,-2,1,-19,-3,0.4
Cc1ccc2nc(-c3ccc(S(=O)(=O)N4CCCCC4)cc3)cn2c1,-0.3,-4,0,-6,-23,-2,5,14,-11,0,2.3
COc1ccccc1CNC(=O)c1ccc2nc3[nH]c4ccccc4c3nc2c1,-4.5,-6,-9,-7,-33,-4,-5,1,-5,3,1.6
Cc1cccc(OCC(=O)Nc2ccccc2N2CCN(C)CC2)c1,-0.6,3,-2,6,-2,0,0,-3,5,-3,-0.3
O=C(O)CCc1nn2c3ccccc3n(CC(=O)c3cccs3)c2nc1=O,1.8,-1,-15,1,2,-3,-2,7,-18,1,-1.0
O=S(=O)(/C=C/c1ccccc1)N1CCOCC1,1.0,-2,-10,1,6,-8,-7,-22,-13,-2,0.9
COc1cccc(S(=O)(=O)Nc2ccc3sc(C)nc3c2)c1,0.5,0,7,-7,18,-7,-4,-8,12,1,-0.1
COCC(=O)N(C)CC1CCCN(CCc2ccccc2OC)C1 (configuration not stated),2.3,0,-7,-1,3,-3,-2,11,12,-3,0.3
CCOC(=O)C(NC(=O)c1ccc(F)cc1)(Nc1sc2c(c1C(N)=O)CCC2)C(F)(F)F (configuration not stated),-0.5,2,3,0,-35,-11,-3,2,-7,2,2.1
O=C(CN1C(=O)C2C3C=CC(C3)C2C1=O)OCC(=O)c1ccc(Cl)c([N+](=O)[O-])c1 (configuration not stated),0.1,0,1,-5,-3,-2,0,42,-7,-2,0.2
Cc1ccc2oc(=O)c(/C=C(\O)c3ccccc3)nc2c1,-1.7,2,3,2,-2,-9,-26,-14,-5,3,6.3
O=C1c2ccccc2C(=O)N1CC1=CCS(=O)(=O)C1,-0.2,1,1,-4,-1,-1,-5,-3,9,-6,0.4
C=CCNc1ncnc2c1cnn2-c1cccc(C)c1,-0.2,.,-11,-2,9,-1,0,14,-8,-3,-2.6
Cc1ccc(C)c(N(CC(=O)NC2CCCC2)C(=O)CNC(=O)c2cccs2)c1,1.2,3,-5,-3,-10,-21,0,-2,-7,-6,-0.2
CCOC(=O)C(NC(=O)c1ccccc1Cl)(Nc1ccc(C)c(C)c1)C(F)(F)F (configuration not stated),.,.,6,-2,-5,-6,-4,10,-11,3,1.2
O=C(O)c1cc(-c2ccccc2Cl)n(-c2ccc(F)cc2)n1,0.5,1,6,3,-2,-8,1,158,-8,5,1.3
CCS(=O)(=O)c1c([N+](=O)[O-])ncn1C,1.1,0,0,-3,13,-12,-3,-8,-15,-3,-0.1
O=C(Cn1cncn1)NCc1ccc(Cl)cc1,0.7,-2,6,-3,-10,6,1,4,5,5,1.1
COc1ccccc1NC(=O)NC1(C(=O)N2CCC(C)CC2)CCCCC1,-0.3,0,-3,-5,-44,-3,1,5,-6,-7,0.3
CC1(c2ccccc2)O[C@@H]2C[C@H]3[C@@H]4CCC5=CC(=O)C=C[C@]5(C)[C@@]4(F)[C@@H](O)C[C@]3(C)[C@]2(C(=O)CO)O1 (some centres not stated),0.0,-1,-3,-8,-16,11,1,-20,-9,-5,-5.4
COc1cc(/C=N/NC(=O)C(=O)NCc2ccco2)cc(Br)c1O,2.2,1,21,8,1,-6,-1,-7,0,4,0.2
CCOC(=O)CNC(=O)CSc1nnc(SCC(=O)NCC(=O)OCC)s1,-0.5,1,-2,9,12,-6,0,-5,2,2,-1.8
Cc1cc(S(=O)(=O)N2CCN(C(=O)CCC(=O)N3CCOCC3)CC2)ccc1Br,-3.6,-2,-6,-3,44,-4,-2,90,-7,-1,0.8
COCCCNC(=O)c1cc2c(-c3ccc(Cl)cc3)nn(C)c2s1,0.8,.,-5,-30,6,-4,-4,-8,2,2,-0.7
Cc1ccc(NC(=O)C2CCN(S(=O)(=O)c3ccc4c(c3)CC(C)N4C(=O)C3CCC3)CC2)nc1 (configuration not stated),1.7,0,16,-8,-3,1,-5,0,8,-4,-0.4
CCOC(=O)C1CCCN(Cc2cc(Br)c(OC)cc2OC)C1 (configuration not stated),0.0,1,-15,-5,-20,4,-8,-3,-11,-1,-3.2
Cc1ccc(C(=O)N2CCN(c3ncccn3)CC2)cc1NC1=NC2CS(=O)(=O)CC2S1 (configuration not stated),-0.2,.,4,-2,6,0,-2,-1,4,-1,1.0
Cc1oc(-c2ccccc2Cl)nc1CS(=O)CC(=O)NCc1ccc(Cl)cc1 (configuration not stated),-1.1,0,15,-18,8,-7,-4,9,-10,-1,0.1

# Continuation.
SMILES,CDK5 inh,NSD2 inh,Rtt109 HAT inh,dFosB activator,PfHsp90 yeast 2,Cardiac RTF inh,Keap1 Nrf2 FP,SUMO Mot1 rescue,PvdQ acylase,cardiac RTF act,LANA DNA inh
CCc1nnc(NC(=O)Cc2ccc(Br)cc2)s1,1.4,-2,17,2,-22,-2,-4,7,7,2,-0.8
CC(=NNC(=O)c1ccncc1)c1ccccc1Cl,2.4,-2,-1,4,5,-8,-1,.,-5,0,1.4
N#Cc1c(-c2ccccc2)cc2nc3ccccc3n2c1N,-1.1,-1,-12,-3,8,-4,0,24,-3,-7,2.0
COc1ccc(-c2[nH]nc(-c3ccccc3)c2-c2nc3ccccc3[nH]2)cc1,4.1,2,14,-4,-3,0,4,26,8,-1,2.7
Cc1ccc(C)c(OCCN2C(=O)NC3(CCc4ccccc4C3)C2=O)c1 (configuration not stated),1.7,-1,5,-9,18,1,-4,6,1,17,-3.2
COc1ccccc1NC(=O)Nc1ccc2c(c1)nc(C)n2C,-0.1,.,-16,-3,24,-3,1,-30,-1,-3,-0.8
Cc1ccc(C(=O)NCC(=O)NCC(=O)OCC(=O)c2ccc(F)cc2)cc1,-0.8,1,-5,0,8,-2,0,.,-11,-2,-0.4
CCOC(=O)C(NC(=O)c1cccc(Cl)c1)(Nc1sc2c(c1C(N)=O)CCC2)C(F)(F)F (configuration not stated),1.7,4,3,1,3,-4,-3,2,-6,-2,1.7

# Screening data from PubChem BioAssay.
